Screening data from PubChem BioAssay.
Vif imaging = blocks HIV Vif function. HEK293T cells, Vif self-association by quenched fluorescence, imaging, 24 h. inhibition, % at 7.49 µM. 340,000 compounds, 0.35% hits. AID 602346; in the data active = inhibition above about 50%, passing the limit was not always enough; note: some results filed as inactive read as strong as hits
ABCB6 inh MLPCN = blocks the human ABCB6 transporter; K562-ABCB6 porphyrin accumulation, flow cytometry, 1 h; stronger effect = lower value; fluorescence ratio to DMSO, % at 10 µM; 360,000 compounds, 0.19% hits; AID 602162;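 active = fluorescence ratio to DMSO below 75%, the collection mean minus 3 SD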;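 note: signal is porphyrin accumulated inside mitochondria; 100% equals median channel fluorescence of DMSO control wells; lower ratio means ABCB6 inhibition with less porphyrin fluorescence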
MC4R barr agon = agonists of human melanocortin 4 receptor (MC4R) beta-arrestin. P32245. U2OS MC4R beta-arrestin complementation, luminescence; percent of melanotan II response, DMSO zero. activation, % at 8.9 µM. 360,000 compounds, 0.98% hits;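 active = activation above a per-plate cutoff, the mean activation of sample wells on that plate plus 3 SD, cut at about 8% in these data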
Target sequence (P32245 whole entry, looked up): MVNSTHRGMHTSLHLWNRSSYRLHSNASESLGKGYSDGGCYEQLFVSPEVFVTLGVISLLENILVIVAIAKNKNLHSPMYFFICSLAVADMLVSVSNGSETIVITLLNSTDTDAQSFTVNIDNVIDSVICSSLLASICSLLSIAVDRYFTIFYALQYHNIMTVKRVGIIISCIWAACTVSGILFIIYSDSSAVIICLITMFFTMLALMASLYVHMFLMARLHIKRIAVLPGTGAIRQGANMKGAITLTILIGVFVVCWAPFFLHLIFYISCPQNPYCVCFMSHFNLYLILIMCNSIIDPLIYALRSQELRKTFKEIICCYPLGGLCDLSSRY
H9c2 protect = protects H9c2 cardiomyocytes from peroxide injury | H2O2 injury protection, ATPLite, 2 h | 360,000 compounds, 0.63% hits | protection from H2O2 cell death, % at 20 µM | AID 588492;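 active = compounds giving at least 50% protection of heart cells from peroxide-induced death in the single-dose screen, raw or plate-pattern-corrected value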;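 note: 0% = DMSO wells with peroxide and 100% = DMSO wells without peroxide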
MC4R antag cAMP = human MC4R antagonism in cAMP assay; P32245; MC4R-expressing cells, MTII-stimulated cAMP, LANCE TR-FRET; inhibition, % at 6.5 µM; 360,000 compounds, 0.48% hits; AID 540295;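 active = inhibition above its plate's cutoff, the mean of tested wells on that plate plus 3 SD, cut at about 29% in these data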;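 note: 0% = Melanotan II alone and 100% = Melanotan II plus saturating MCL0020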
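System: U2OS cells stably expressing human melanocortin 4 receptor (MC4R). Reagent: Melanotan II challenge after compound preincubation. Doses: 6.5 µM. Times: 30-min compound, 1-h challenge, 1-h detection, room temperature. Measured by: TR-FRET with Eu-cAMP and labeled anti-cAMP, 671 nm. Replicates: singlicate.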
aDG glyco act = increases alpha dystroglycan glycosylation. Pro5-aDG cells, alpha-DG glycosylation AlphaScreen (IIH6); 0% Pro5, 100% B10-LARGE cell signal. activation, % at 10 µM. 360,000 compounds, 0.22% hits;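 active = activation of at least 8% versus controls, or a plate z-score of at least 8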;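 note: Pro5 are CHO cells carrying HIG-tagged alpha-DG that lacks glycosylation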
HTR2A ag = agonists of mouse serotonin 5-HT2A receptor (HTR2A) | P35363 | activation, % at 7.6 µM | 360,000 compounds, 0.66% hits | CHO-K1 mHTR2A beta-arrestin complementation, luminescence; percent of 30 µM serotonin response;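 active = activation above a run cutoff, the mean activation of all tested compounds plus 3 SD, cut at about 14% in these data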;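 note: 0% = plate median of compound wells and 100% = 30 µM serotonin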
CaV13 ICDI inh = Disruptors of the CACNA1D IQ motif to Ca2+-dependent inactivation inhibitor domain association, primary screening, Förster resonance energy transfer in intact living … | HEK cells, CFP/YFP FRET ICDI-IQ, plate reader, 10 min; percent FRET-ratio fall versus neutral wells | inhibition, % at 12.3 µM | 340,000 compounds, 0.098% hits | AID 743397;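 active = mean replicate inhibition of at least 30% and at least 1% of replicates passing that level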;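 note: 0% = median of the neutral control wells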
Glyco luc inh = blocks N-linked glycosylation in D54 reporter cells; 360,000 compounds, 0.23% hits; reporter increase, % at 12.5 µM; D54 ERlucT glycosylation luciferase reporter, 24 h; percent of 100 nM tunicamycin response;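 active = mean luciferase reporter signal, scaled so untreated is 0 and the glycosylation-blocking control 100, at or above a set limit in every replicate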;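 note: luciferase carries N-glycosylation sites so blocking glycosylation raises the light; 0% = median of neutral control wells and 100% = median of 100 nM tunicamycin wells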
PDI turbidity = inhibitors of human protein disulfide isomerase; AID 588391; 350,000 compounds, 0.052% hits; PDI insulin aggregation turbidity, A650, 90 min; inhibition, % at 10 µM; P07237;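 active = mean inhibition across replicates of 30% or more, whatever share of single replicates reach that level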;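 note: absorbance from insulin aggregation driven by PDI reduction with DTT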
Target sequence (P07237 whole entry, looked up): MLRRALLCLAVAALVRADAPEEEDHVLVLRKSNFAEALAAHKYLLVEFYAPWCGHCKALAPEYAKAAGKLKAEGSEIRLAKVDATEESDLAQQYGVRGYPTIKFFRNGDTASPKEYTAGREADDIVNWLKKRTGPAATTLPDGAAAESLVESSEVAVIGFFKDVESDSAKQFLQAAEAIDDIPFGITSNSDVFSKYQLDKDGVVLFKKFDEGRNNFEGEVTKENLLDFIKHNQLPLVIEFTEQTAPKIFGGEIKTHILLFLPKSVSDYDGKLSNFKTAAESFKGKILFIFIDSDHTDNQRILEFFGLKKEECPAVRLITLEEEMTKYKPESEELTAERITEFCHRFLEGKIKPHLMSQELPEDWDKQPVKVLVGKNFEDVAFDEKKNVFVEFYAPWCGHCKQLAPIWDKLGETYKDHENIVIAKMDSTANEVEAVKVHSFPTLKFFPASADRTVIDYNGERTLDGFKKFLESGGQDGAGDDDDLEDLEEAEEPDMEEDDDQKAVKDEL
Starred values were filed as active, the others as inactive.

For CCOc1nonc1C(=N)/C(C(C)=O)=C(\C)O the results were Vif imaging -16, ABCB6 inh MLPCN 100, MC4R barr agon 0.5, H9c2 protect 0, MC4R antag cAMP 4, aDG glyco act -0.1, HTR2A ag 4, Glyco luc inh 2 and PDI turbidity 0.
For CCOC(=O)CSc1nnc(NC(=O)c2cccc(S(=O)(=O)N3CCCCC3)c2)s1 the results were Vif imaging -3, ABCB6 inh MLPCN 99, MC4R barr agon 2.5, H9c2 protect 6, MC4R antag cAMP 28, aDG glyco act 0.1, HTR2A ag 2, CaV13 ICDI inh -5, Glyco luc inh 3 and PDI turbidity 4.
Screening CCOc1ccc(N2C(=O)CC(N(C)Cc3ccccc3)C2=O)cc1 (stereo not drawn) returned Vif imaging 7, ABCB6 inh MLPCN 84, MC4R barr agon -0.5, H9c2 protect -8, MC4R antag cAMP 1, aDG glyco act 0.2, HTR2A ag 5, CaV13 ICDI inh -4, Glyco luc inh 4 and PDI turbidity 2.
For COC(=O)c1c(-c2ccccc2OC)sc2cc3c(cc12)OCO3 the results were Vif imaging -8, ABCB6 inh MLPCN 99, MC4R barr agon 1.2, H9c2 protect -17, MC4R antag cAMP 7, aDG glyco act 0.1, HTR2A ag 4, CaV13 ICDI inh -10, Glyco luc inh -3 and PDI turbidity -4.
`CC1=CCC(C(C)(C)NC(=O)c2ccccc2)C/C1=N\O` (stereo not drawn) gave Vif imaging 42, ABCB6 inh MLPCN 102, MC4R barr agon -1.5, H9c2 protect 4, MC4R antag cAMP 8, aDG glyco act -0.1, HTR2A ag -3, CaV13 ICDI inh -5, Glyco luc inh -1 and PDI turbidity 4.
O=C(COc1cccnc1[N+](=O)[O-])Nc1cccc(Br)c1 was read as Vif imaging 5, ABCB6 inh MLPCN 93, MC4R barr agon 0.7, H9c2 protect 2, MC4R antag cAMP -8, aDG glyco act -0.1, HTR2A ag -2, CaV13 ICDI inh -6, Glyco luc inh 5 and PDI turbidity -13.
For COc1cccc(NC(=O)Cn2c(CCC(=O)O)ccc2-c2cccs2)c1 the results were Vif imaging -19, ABCB6 inh MLPCN 95, MC4R barr agon -0.2, H9c2 protect 5, MC4R antag cAMP -8, aDG glyco act 0.7, HTR2A ag 0, CaV13 ICDI inh 4, Glyco luc inh 0 and PDI turbidity 1.
For CC(=O)Nc1sc2c(c1C(=O)N1CCOCC1)CCCCC2 the results were Vif imaging -2, ABCB6 inh MLPCN 100, MC4R barr agon -1.7, H9c2 protect -5, MC4R antag cAMP 5, aDG glyco act -0.1, HTR2A ag -4, CaV13 ICDI inh -6, Glyco luc inh 1 and PDI turbidity -11.
`Cc1cc(C)n2nc(C(=O)OCC(=O)NC3CCCCC3)nc2n1` gave Vif imaging 4, ABCB6 inh MLPCN 98, MC4R barr agon -3.5, H9c2 protect 1, MC4R antag cAMP -7, aDG glyco act -0.1, HTR2A ag 5, CaV13 ICDI inh -7, Glyco luc inh 2 and PDI turbidity -7.
COC(=O)c1ccc(C(=O)NC2CCCc3c2cnn3-c2cc(F)cc(F)c2)nc1 (stereo not drawn) was read as Vif imaging 8, ABCB6 inh MLPCN 103, MC4R barr agon -1.4, H9c2 protect 6, MC4R antag cAMP -2, aDG glyco act 0.0, HTR2A ag 5, CaV13 ICDI inh -3, Glyco luc inh 12 and PDI turbidity -4.
For CCN1CCN(c2cc(C)c3cc(NC(=S)NCCN(C)C)ccc3n2)CC1 the results were Vif imaging 11, ABCB6 inh MLPCN 97, MC4R barr agon 1.6, H9c2 protect 13, MC4R antag cAMP 5, aDG glyco act 0.1, HTR2A ag -3, CaV13 ICDI inh -2, Glyco luc inh 0 and PDI turbidity -1.
`COc1cc(OC)cc(-c2c(C#Cc3ccsc3)c3cc(Br)ccc3n2C)c1` gave Vif imaging -7, ABCB6 inh MLPCN 99, MC4R barr agon 0.7, H9c2 protect -2, MC4R antag cAMP 7, aDG glyco act -0.2, HTR2A ag -4, CaV13 ICDI inh -11, Glyco luc inh -5 and PDI turbidity 10.
Screening COC(=O)c1cc(S(=O)(=O)NC2CCN(Cc3ccccc3)CC2)cn1C returned ABCB6 inh MLPCN 97, MC4R barr agon -0.6, H9c2 protect -5, MC4R antag cAMP 3, aDG glyco act -0.1, HTR2A ag -1, Glyco luc inh -2 and PDI turbidity 19.
Screening COc1ccccc1CNc1nc2nc3c(c(=O)n2[nH]1)CCC3 returned Vif imaging -15, ABCB6 inh MLPCN 105, MC4R barr agon -1.9, H9c2 protect 7, MC4R antag cAMP 8, aDG glyco act 0.2, HTR2A ag 3, CaV13 ICDI inh -8, Glyco luc inh 1 and PDI turbidity -1.
COc1ccccc1CNC(=O)COC(=O)c1ccccc1SCC(=O)N1CCCC1 was read as Vif imaging -3, ABCB6 inh MLPCN 94, MC4R barr agon -2.6, H9c2 protect 7, MC4R antag cAMP 11, aDG glyco act 0.0, HTR2A ag 3, CaV13 ICDI inh -5, Glyco luc inh 1 and PDI turbidity 1.
`CCOc1ccccc1NC(=O)c1sc2ncn(CC(=O)N3CCOCC3)c(=O)c2c1C` gave Vif imaging 16, ABCB6 inh MLPCN 100, MC4R barr agon -1.0, H9c2 protect 3, MC4R antag cAMP 2, aDG glyco act -0.1, HTR2A ag 3, CaV13 ICDI inh -3, Glyco luc inh 2 and PDI turbidity -1.
Screening O=C(CSc1nc2ccccc2c(=O)n1CC1CCCO1)NCCc1ccccc1 (stereo not drawn) returned Vif imaging 1, ABCB6 inh MLPCN 96, MC4R barr agon 1.5, H9c2 protect -2, MC4R antag cAMP 14, aDG glyco act 0.0, HTR2A ag 4, CaV13 ICDI inh -8, Glyco luc inh 3 and PDI turbidity -9.
`Cn1nnnc1NCc1cccc(Cl)c1` gave Vif imaging -1, ABCB6 inh MLPCN 102, MC4R barr agon -1.3, H9c2 protect -2, MC4R antag cAMP 10, aDG glyco act -0.1, HTR2A ag 6, CaV13 ICDI inh -1, Glyco luc inh -2 and PDI turbidity -1.
CC(=O)Nc1ccc(C=NNc2ccc([N+](=O)[O-])cc2S(=O)(=O)Nc2ccccc2C(=O)O)cc1 was read as Vif imaging 8, ABCB6 inh MLPCN 100, MC4R barr agon -3.6, H9c2 protect 10, MC4R antag cAMP 3, aDG glyco act -0.3, HTR2A ag 2, CaV13 ICDI inh -5, Glyco luc inh 1 and PDI turbidity 19.
Screening CCN(CC(=O)Nc1ccc(NC(C)=O)cc1)C(=O)CSCC(=O)Nc1ccc(C)cc1 returned Vif imaging -1, ABCB6 inh MLPCN 104, MC4R barr agon -1.2, H9c2 protect -2, MC4R antag cAMP 9, aDG glyco act -0.3, HTR2A ag 1, CaV13 ICDI inh -2, Glyco luc inh 0 and PDI turbidity 2.
For CCOC(=O)c1c(NC(C)=O)sc2c(O)c(Br)ccc12 the results were Vif imaging -10, ABCB6 inh MLPCN 98, MC4R barr agon -1.1, H9c2 protect -2, MC4R antag cAMP 1, aDG glyco act -0.1, HTR2A ag 3, CaV13 ICDI inh -6, Glyco luc inh 1 and PDI turbidity 3.
For CC(=O)Nc1cccc(-c2ccnc3c2CC(C(=O)Nc2cccc(OC(F)(F)F)c2)O3)c1 (stereo not drawn) the results were Vif imaging -1, ABCB6 inh MLPCN 100, MC4R barr agon 3.0, H9c2 protect 5, MC4R antag cAMP 7, aDG glyco act 0.1, HTR2A ag -5, CaV13 ICDI inh -9, Glyco luc inh 1 and PDI turbidity -2.
Screening O=c1[nH]c(=S)[nH]c2c1[C@H](CCc1cccc(Cl)c1)O[C@H](C1CCCC1)C2 returned ABCB6 inh MLPCN 92, aDG glyco act -0.1, HTR2A ag -6 and CaV13 ICDI inh -5.
Cc1ccc(NC(=O)CN(C)C(=O)Cn2cc(C(F)(F)F)ccc2=O)cc1 was read as ABCB6 inh MLPCN 96, MC4R barr agon -0.4, H9c2 protect 7, MC4R antag cAMP 13, aDG glyco act -0.1, HTR2A ag 1, CaV13 ICDI inh -8, Glyco luc inh 0 and PDI turbidity 1.
For O=C(Nc1nc2ccccc2s1)NC1CCCCC1 the results were Vif imaging -4, ABCB6 inh MLPCN 97, MC4R barr agon -1.0, H9c2 protect -15, MC4R antag cAMP 2, aDG glyco act 0.1, HTR2A ag 0, CaV13 ICDI inh -5, Glyco luc inh -10 and PDI turbidity 10.
`COc1ccccc1NS(=O)(=O)c1cc(C(=O)N2CCCCCCC2)ccc1C` gave Vif imaging -4, ABCB6 inh MLPCN 100, MC4R barr agon 1.8, H9c2 protect -5, MC4R antag cAMP 0, aDG glyco act 0.2, HTR2A ag -3, CaV13 ICDI inh -15, Glyco luc inh -3 and PDI turbidity 0.
For CC(C)N(CCNC(=O)c1oc(=O)c2ccccc2c1-c1ccccc1)Cc1ccco1 the results were Vif imaging -4, ABCB6 inh MLPCN 101, MC4R barr agon -2.1, H9c2 protect 8, MC4R antag cAMP -5, aDG glyco act 0.1, HTR2A ag -3, CaV13 ICDI inh -6, Glyco luc inh -1 and PDI turbidity 1.
Screening CCOC(=O)c1cc(C(C)=O)n2ccccc12 returned Vif imaging 10, ABCB6 inh MLPCN 95, MC4R barr agon -1.8, H9c2 protect -2, MC4R antag cAMP 6, aDG glyco act -0.1, HTR2A ag 3, CaV13 ICDI inh -10, Glyco luc inh 9 and PDI turbidity 7.
`C=CCc1cccc(/C=N/NC(=O)CNc2ccccc2OC)c1O` gave Vif imaging -3, ABCB6 inh MLPCN 98, MC4R barr agon 3.0, H9c2 protect 63*, MC4R antag cAMP -2, aDG glyco act 0.5, HTR2A ag -4, CaV13 ICDI inh -6, Glyco luc inh -6 and PDI turbidity -13.
Cc1cc(Oc2ccccc2)nc(-c2ccccc2)n1 was read as Vif imaging -2, ABCB6 inh MLPCN 99, MC4R barr agon 4.3, H9c2 protect -10, MC4R antag cAMP 18, aDG glyco act -0.3, HTR2A ag -5, CaV13 ICDI inh -4, Glyco luc inh -1 and PDI turbidity -1.
For CCOC(=O)c1c(CC(C)C)csc1NC(=O)COC(=O)c1ccc(O)cc1 the results were Vif imaging -12, ABCB6 inh MLPCN 94, MC4R barr agon 0.0, H9c2 protect -14, MC4R antag cAMP 14, aDG glyco act 0.0, HTR2A ag 1, CaV13 ICDI inh -6, Glyco luc inh -2 and PDI turbidity 11.
C=CCOc1ccc(/C=C/C(=O)OC(C)C(=O)Nc2ccc(NC(C)=O)cc2)cc1 (stereo not drawn) was read as Vif imaging 7, ABCB6 inh MLPCN 99, MC4R barr agon -1.2, H9c2 protect -1, MC4R antag cAMP -7, aDG glyco act 1.5, HTR2A ag 7, CaV13 ICDI inh -3, Glyco luc inh 2 and PDI turbidity -4.
Cc1cc(C(=O)OCC(=O)NC2CCS(=O)(=O)C2)c2ccccc2n1 (stereo not drawn) was read as Vif imaging 1, ABCB6 inh MLPCN 94, MC4R barr agon -3.2, H9c2 protect 3, MC4R antag cAMP 6, aDG glyco act 0.0, HTR2A ag -3, CaV13 ICDI inh 0, Glyco luc inh 0 and PDI turbidity 5.
